# TNAP inhibition: human TNAP enzyme inhibitors, biochemical, luminescent (AID 518) | one-dose inhibition, % at 20 µM; IC50 in µM for titrated hits | actives 0.09% (n = 64,000) | purified TNAP enzyme, luminescent substrate readout; higher % means a stronger effect; in the data active = a potency from the dose series; inactive = the rest, 99 in 100 with inhibition below about 22%;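 also: plate controls were vehicle for no effect and reference inhibitor for full effect; many of its hits are not listed in these tables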
# KRASV12 cytotoxicity: cytotoxicity in KRAS-transformed pancreatic duct cells, primary screen, cell-based, fluorescence, HTS (AID 431); actives 1.7% (n = 63,000); HPDE-C7K KRASV12 cells, Alamar Blue viability, 48 h; higher % means a stronger effect; one-dose cytotoxicity, % at 10 µM; EC50 in µM for titrated hits;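 active = compounds whose percent cytotoxicity in the single-dose primary screen, scaled between solvent and toxic-drug controls, exceeds 50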;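 also: 0% = DMSO solvent wells and 100% = doxorubicin-treated wells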
# HPDE-C7 viability: cytotoxicity in HPDE-C7 cells, cell-based, fluorescence, HTS (AID 430). HPDE-C7 pancreatic duct cells viability, fluorescence; higher % means a stronger effect. cytotoxicity, % at 10 µM; hits with a dose series show EC50 in µM. actives 1.8% (n = 63,000);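 also: cells exposed to compound for 48 hours before viability readout; 0% = vehicle and 100% = reference cytotoxic drug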
# LYP phosphatase: LYP phosphatase inhibitors, primary screen, biochemical, DiFMUP fluorescence, recombinant catalytic domain, 10 µM (AID 606). Tyrosine-protein phosphatase non-receptor type 22 (Homo sapiens). recombinant LYP catalytic domain, DiFMUP fluorescence; higher % means a stronger effect. inhibition, % at 10 µM, or IC50 in µM where a hit was titrated. 52,000 tested, under 10 active;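 active = IC50 under 40 µM in the dose-response test; inactive = IC50 of 40 µM or more, or never dose-tested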
# DPM-DC inhibit: S. pneumoniae DPM-DC inhibitors, primary screen, biochemical, PK/LDH-coupled NADH fluorescence; diphosphomevalonate decarboxylase (Streptococcus pneumoniae D39); purified DPM-DC; calls only at 10 µM; actives 0.49% (n = 65,000); AID 556, 2006;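 active = the 320 compounds with the highest percent inhibition in the single-dose primary screen, excluding strongly autofluorescent ones, cut at about 32% in these data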;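 also: kinetic rate of NADH fluorescence loss reporting ADP formed by the decarboxylase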
# HT1080 cytotoxicity: cytotoxicity in HT1080 fibrosarcoma cells, cell-based, fluorescence readout (AID 620); HT1080 viability, fluorescence; higher % means a stronger effect; one-dose cytotoxicity, % at 10 µM; EC50 in µM for titrated hits; actives 0.42% (n = 87,000);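 also: cells exposed to compound overnight then 4 h with Alamar Blue; 0% = vehicle DMSO and 100% = killing control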
# MK inhibit: S. pneumoniae MK inhibitors, primary screen, biochemical, PK/LDH-coupled NADH absorbance. inhibition, % at 10 µM. purified MK, PK/LDH-coupled NADH absorbance 340 nm. actives 0.48% (n = 65,000). AID 555, 2006. mevalonate kinase [Streptococcus pneumoniae D39];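 active = ranked among the strongest by inhibition in the single 10 µM screen, a fixed top-ranked set picked for dose follow-up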; also: no value below 0 was filed
# Bfl-1 inhibitors: Bfl-1 inhibitors, primary screen, biochemical, fluorescence polarization, FITC-Bid, mouse (AID 432); Bcl-2-related protein A1 (Mus musculus); FITC-Bid BH3 peptide fluorescence polarization displacement; higher % means a stronger effect; displacement, % at 20 µM, or IC50 in µM where a hit was titrated; actives 0.02% (n = 64,000); in the data active = a potency from the dose series; inactive = the rest, 99 in 100 with displacement below about 15%; also: strong numbers were not always called active
# Spn PMK inh: S. pneumoniae PMK inhibitors, primary screen, biochemical, mevalonate pathway, pilot trial included. purified PMK, PK/LDH-coupled NADH absorbance 340 nm. inhibition, % at 10 µM. actives 0.49% (n = 65,000). phosphomevalonate kinase (Streptococcus pneumoniae D39);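 active = top-ranked compounds by inhibition in the single 10 µM screen, taking a fixed number of the strongest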;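 also: 0% = full reaction with DMSO carrier and 100% = background rate without enzyme reaction; no value below 0 was filed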
# Spn PMK inh pilot replicates: recorded beside Spn PMK inh, whose call it bears; inhibition, %; measured here: pilot screen replicates
# MK inhibit pilot replicates: second read-out of MK inhibit, no call of its own (marks repeat the call); inhibition, %; measured here: pilot screen replicates
# DPM-DC inhibit pilot screen %: further read-out of DPM-DC inhibit, marked with its call; inhibition, %; measured here: pilot screen trials
# * = called active by the depositor; i = inactive; . = no result given; + = active, no number. Rule as the data show it, unless noted: active = cytotoxicity above about 50%; inactive = the rest.
SMILES,TNAP inhibition,KRASV12 cytotoxicity,HPDE-C7 viability,LYP phosphatase,DPM-DC inhibit,HT1080 cytotoxicity,MK inhibit,Bfl-1 inhibitors,Spn PMK inh,others
Cc1ccc(C(=O)CC2(O)C(=O)N(Cc3ccccc3Cl)c3ccccc32)o1 (centres undefined),8%,-66%,-54%,6%,i,-14%,9,-1%,5,
c1coc(-c2nnc(SCc3nc4ccccc4[nH]3)o2)c1,10%,48%,66%*,.,i,11%,8,-4%,0,
COc1ccc(C2C(C(=O)Nc3cccc(C)n3)c3ccccc3C(=O)N2C)cc1OC (centres undefined),0%,0%,-6%,.,i,1%,8,-9%,0,
COC(=O)c1cc(OC)c(OC)cc1NC(=O)c1oc2ccccc2c1C,-1%,-19%,4%,8%,+,1%,9,0%,5,
CCCNC(=O)NC(C(=O)OC)C12CC3CC(CC(C3)C1)C2 (centres undefined),6%,-6%,-13%,-1%,i,4%,0,-3%,17,Spn PMK inh pilot replicates=3.5;MK inhibit pilot replicates=0.0;DPM-DC inhibit pilot screen %=0.0
Fc1cnc(N2CCOCC2)nc1N1CCc2ccccc21,12%,2%,-8%,-4%,i,-3%,11,-2%,9,
Cc1[nH]nc2c1C(c1ccc(F)cc1)C1=C(CC(C)(C)CC1=O)N2 (centres undefined),-4%,-3%,-11%,-3%,.,28%,8,-6%,12,Spn PMK inh pilot replicates=0.5;MK inhibit pilot replicates=1.0
C=C(C)CN=c1scc(C)n1/N=C/c1ccco1,11%,4%,4%,.,i,10%,1,-8%,13,
O=C(CN(C(=O)CNS(=O)(=O)c1ccccc1)C1CCCC1)NCc1ccco1,2%,-8%,4%,10%,i,-5%,0,-8%,25*,
COc1cccc(OCc2nnc(SCC(=O)OC3CCCCC3)n2C)c1,8%,-5%,-8%,5%,i,-31%,.,2%,12,
COc1ccccc1-c1noc(-c2ccccc2C(=O)Nc2ccccc2)n1,8%,-12%,-23%,.,i,-6%,3,-6%,5,
c1ccc(C(Cc2nc(-c3ccccn3)no2)c2ccccc2)cc1,-1%,-8%,-10%,.,i,-6%,4,-3%,11,Spn PMK inh pilot replicates=5.0;MK inhibit pilot replicates=3.0;DPM-DC inhibit pilot screen %=4.5
O=C(CCN1C(=O)C2CC=C(Cl)CC2C1=O)NCc1ccco1 (centres undefined),8%,-22%,-13%,13%,i,-12%,4,-7%,11,
Clc1ccc(CSc2ncccn2)cc1,7%,.,.,8%,i,.,3,0%,0,
Cc1nc(Sc2nnnn2-c2ccccc2)c(C#N)c(C)c1C,10%,-8%,-12%,-8%,i,1%,0,-5%,0,
Cc1ccc(C)c(S(=O)(=O)Nc2ccccc2C(=O)Nc2cc(C)on2)c1,1%,24%,24%,5%,.,10%,6,2%,0,
Cc1ccc(-c2nc(CSCC(=O)N3CCN(C(=O)c4ccco4)CC3)c(C)o2)cc1,-10%,-16%,-21%,-3%,i,-6%,11,0%,13,
O=C(NCc1ccncc1)c1cccc(F)c1,0%,-11%,3%,15%,i,.,0,5%,4,
Cc1c(C(=O)N2CCCc3ccccc32)oc2ccc(S(=O)(=O)N3CCOCC3)cc12,11%,6%,-14%,19%,i,8%,0,-5%,14,
O=C(COC(=O)CCC(=O)c1ccc(Cl)cc1)NCC1CCCO1 (centres undefined),6%,-6%,2%,.,i,-1%,0,-8%,8,
O=C(NC1CCCCC1)C1CC(=O)N(c2ccc(Cl)cc2)C1 (centres undefined),-1%,-14%,-10%,-4%,i,3%,11,-2%,28*,
COCCCNC(=O)C1CC(=O)N(c2ccc(C)cc2)C1 (centres undefined),8%,-3%,-4%,.,i,2%,7,1%,15,
Cc1cc(C)n(C(=O)CN2C(=O)c3ccccc3C2=O)n1,6%,3%,6%,.,i,-3%,11,-7%,10,
O=c1cc(CSc2nc3cc(Cl)ccc3o2)nc2sccn12,.,.,.,5%,i,14%,0,.,8,
CCOC(=O)C(NC(=O)CC)(Nc1ccc(S(=O)(=O)Nc2onc(C)c2C)cc1)C(F)(F)F (centres undefined),7%,-5%,-8%,-2%,i,-7%,6,18%,4,Spn PMK inh pilot replicates=4.5;MK inhibit pilot replicates=1.0;DPM-DC inhibit pilot screen %=1.0

# Quoted at random: 6 entries already listed
SMILES,TNAP inhibition,KRASV12 cytotoxicity,HPDE-C7 viability,LYP phosphatase,DPM-DC inhibit,HT1080 cytotoxicity,MK inhibit,Bfl-1 inhibitors,Spn PMK inh,others
Cc1c(C(=O)N2CCCc3ccccc32)oc2ccc(S(=O)(=O)N3CCOCC3)cc12,11%,6%,-14%,19%,i,8%,0,-5%,14,
COc1ccccc1-c1noc(-c2ccccc2C(=O)Nc2ccccc2)n1,8%,-12%,-23%,.,i,-6%,3,-6%,5,
O=C(CN(C(=O)CNS(=O)(=O)c1ccccc1)C1CCCC1)NCc1ccco1,2%,-8%,4%,10%,i,-5%,0,-8%,25*,
Cc1cc(C)n(C(=O)CN2C(=O)c3ccccc3C2=O)n1,6%,3%,6%,.,i,-3%,11,-7%,10,
C=C(C)CN=c1scc(C)n1/N=C/c1ccco1,11%,4%,4%,.,i,10%,1,-8%,13,
c1ccc(C(Cc2nc(-c3ccccn3)no2)c2ccccc2)cc1,-1%,-8%,-10%,.,i,-6%,4,-3%,11,Spn PMK inh pilot replicates=5.0;MK inhibit pilot replicates=3.0;DPM-DC inhibit pilot screen %=4.5

# Part of the list above in order of molecular weight, falling:
SMILES,TNAP inhibition,KRASV12 cytotoxicity,HPDE-C7 viability,LYP phosphatase,DPM-DC inhibit,HT1080 cytotoxicity,MK inhibit,Bfl-1 inhibitors,Spn PMK inh,others
COC(=O)c1cc(OC)c(OC)cc1NC(=O)c1oc2ccccc2c1C,-1%,-19%,4%,8%,+,1%,9,0%,5,
Fc1cnc(N2CCOCC2)nc1N1CCc2ccccc21,12%,2%,-8%,-4%,i,-3%,11,-2%,9,
C=C(C)CN=c1scc(C)n1/N=C/c1ccco1,11%,4%,4%,.,i,10%,1,-8%,13,

# Next records
SMILES,TNAP inhibition,KRASV12 cytotoxicity,HPDE-C7 viability,LYP phosphatase,DPM-DC inhibit,HT1080 cytotoxicity,MK inhibit,Bfl-1 inhibitors,Spn PMK inh,others
COc1cccc(-c2c(NC(=O)c3ccco3)n(-c3ccc(C)cc3)nc(C)c2=O)c1,-3%,2%,-2%,.,i,5%,2,1%,0,
NC(=O)CSc1nnc(-c2cnccn2)n1-c1ccccc1,15%,9%,-20%,.,i,-3%,12,5%,2,Spn PMK inh pilot replicates=0.0;MK inhibit pilot replicates=2.0;DPM-DC inhibit pilot screen %=3.5
Cc1ccc(C)n1-c1ccc(-n2cnnn2)cc1,5%,-8%,-13%,7%,i,-5%,2,3%,8,Spn PMK inh pilot replicates=0.0;MK inhibit pilot replicates=0.0;DPM-DC inhibit pilot screen %=0.0
Cc1cc(N2CCOCC2)nc2ccc(NC(=O)CCC(=O)N3CCCCC3)cc12,5%,-10%,-26%,.,.,10%,2,-1%,11,
CC1CN(C2CCN(C(=O)c3ccccc3Cl)CC2)CC(C)O1 (centres undefined),-9%,-4%,-12%,1%,i,4%,41*,3%,4,
Cc1ccc(NC(=O)CS(=O)CC(=O)Nc2cccc(C)c2C)cc1F (centres undefined),4%,-19%,-16%,1%,i,-6%,0,-3%,19,
O=S(=O)(c1cccc(-c2nc3ccccc3s2)c1)N1CCCC1,6%,13%,2%,7%,i,2%,9,-1%,9,
O=C(Nc1nc(-c2ccccn2)cs1)C1CC1,2%,-7%,-14%,6%,i,3%,0,-2%,7,Spn PMK inh pilot replicates=0.0;MK inhibit pilot replicates=0.0;DPM-DC inhibit pilot screen %=0.0
Cc1cc(=O)oc(C)c1C(=O)OCC(=O)c1ccccc1,10%,-13%,-1%,7%,i,-2%,0,-11%,0,
Cc1cc(-c2c(C)n([O-])c(C)c(C)[n+]2=O)ccc1F,11%,-2%,-27%,-4%,i,3%,14,-5%,8,
CCC(Sc1nnc(C)s1)C(=O)Nc1nccs1 (centres undefined),13%,0%,-13%,15%,i,-1%,6,-2%,12,
COC(=O)C1CCN(C(=O)C(C)Oc2ccc(Cl)cc2Cl)CC1 (centres undefined),5%,-22%,-16%,10%,i,-4%,9,4%,1,
CN1CCN(Cc2nc(N)nc(Nc3ccc4c(c3)OCCO4)n2)CC1,18%,-4%,0%,8%,i,5%,8,-4%,6,
COc1cc(CN2CCC(C(=O)N3CCCC(C)C3)CC2)cc(Br)c1O (centres undefined),17%,-3%,-13%,.,i,-1%,3,-3%,2,
COc1ccccc1C(=O)NCCn1cc(SCC(=O)Nc2cc(C)on2)c2ccccc21,.,.,.,3%,i,3%,2,.,10,
Cc1[nH]n(-c2ccccc2)c(=O)c1/C=N/c1ccccn1,8%,2%,4%,7%,i,-5%,8,-7%,12,
CCOC(=O)C1=C(Cn2ccc(C(F)(F)F)n2)NC(=O)NC1c1ccc2c(c1)OCO2 (centres undefined),9%,-9%,-13%,9%,i,-3%,4,-1%,7,
Cn1c(OCc2cccnc2)nc2c1c(=O)n(Cc1ccccc1)c(=O)n2C,8%,17%,25%,.,i,7%,1,5%,9,
Cc1noc(NS(=O)(=O)c2ccc(N3CC(O)=C(c4ccccc4)C3=N)cc2)c1C,6%,-13%,-10%,4%,i,0%,0,3%,11,
COc1ccc(C2=NOC(C(=O)Nc3cc(Br)ccc3O)C2)cc1OC (centres undefined),12%,3%,7%,14%,i,-9%,0,82%,9,Spn PMK inh pilot replicates=4.0;MK inhibit pilot replicates=3.0;DPM-DC inhibit pilot screen %=4.5
CN1CCN(C(=O)c2ccc(CS(=O)(=O)c3c(Cl)cccc3Cl)o2)CC1,16%,0%,-12%,15%,i,-2%,7,-1%,8,Spn PMK inh pilot replicates=1.0;MK inhibit pilot replicates=2.5;DPM-DC inhibit pilot screen %=0.5
Cn1c(SCC(=O)NCc2ccccc2)nc2ccccc21,10%,-15%,9%,.,i,-8%,7,-10%,1,
Cn1c(CNC(=O)Nc2ccccc2Cl)nnc1SCc1ccccc1,6%,-10%,-11%,.,i,-4%,0,-2%,21,
